Bioassay records (PubChem BioAssay)
LDHA inh: blocks human lactate dehydrogenase A. P00338. hit rate 0.15% among 480,000. AID 1347041. purified LDHA, NADH/diaphorase-resazurin fluorescence; hits give low values. activity change, % (values are at about 110 or 230 µM); in the data active = activity change below about -30%; inconclusive = mostly about -25% to -30%;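 also: plate controls were DMSO wells for no effect and wells without enzyme for full effect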
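Enzyme activity of human lactate dehydrogenase 5 (2 nM; 0.06 mM NADH, 0.2 mM pyruvate, 5 min, RT) is measured via a resazurin/diaphorase fluorescence readout of residual NADH.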
Vif-A3F inh: Vif-A3F binding inhibition. Potency, µM (highest dose often 46.1 µM), without a hit: top-dose activity, negative = active. HeLa A3F-eYFP + Vif (tagged APOBEC3F with the HIV-1 protein that degrades it), YFP fluorescence increase. AID 602313. hit rate 0.2% among 390,000; also: potency is read from the fitted curve at half-maximal effect; % of control where 0% means no effect; nearly all actives have a fitted effect of over 65% in size
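HeLa cells stably expressing A3F-eYFP plus Vif, plated and incubated overnight at 37 deg C, then exposed to compounds overnight at 37 deg C. Blocked degradation read as raised yellow fluorescence (Ex 488/Em 500-530).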
GRP78 ERSR act: inducers of ER stress response in human glioma cells; U87-MG GRP78 promoter luciferase reporter, 16 h; Potency, µM, for the others: top-dose activation, hits mostly activators; hit rate 0.02% among 420,000; AID 602332; also: potency is read from the fitted curve at half-maximal effect; series mostly up to about 76 µM; % of control where 0% means no effect; nearly all actives have a fitted effect of over 35% in size
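Stably transfected U87-MG human glioma cells carrying a GRP78-based luminescent sensor were seeded at 1000 cells/well, pin-dosed with compounds and incubated 16 h. Luciferase reagent was then added, and end-point luminescence was read after 10 min at room temperature.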
TrxR1 substrate: is turned over as a substrate by rat TrxR1; O89049; purified TrxR1 substrate turnover, NADPH consumption readout; Potency, µM (highest dose often 114 µM), inactives show top-dose activity change, negative = substrate turnover; hit rate 0.01% among 390,000; AID 588456; also: potency is read from the fitted curve at half-maximal effect; % is scaled to controls: 0 for no effect and ±100 for the full control effect; nearly all actives have a fitted effect of over 50% in size
Target sequence (O89049 whole entry, looked up): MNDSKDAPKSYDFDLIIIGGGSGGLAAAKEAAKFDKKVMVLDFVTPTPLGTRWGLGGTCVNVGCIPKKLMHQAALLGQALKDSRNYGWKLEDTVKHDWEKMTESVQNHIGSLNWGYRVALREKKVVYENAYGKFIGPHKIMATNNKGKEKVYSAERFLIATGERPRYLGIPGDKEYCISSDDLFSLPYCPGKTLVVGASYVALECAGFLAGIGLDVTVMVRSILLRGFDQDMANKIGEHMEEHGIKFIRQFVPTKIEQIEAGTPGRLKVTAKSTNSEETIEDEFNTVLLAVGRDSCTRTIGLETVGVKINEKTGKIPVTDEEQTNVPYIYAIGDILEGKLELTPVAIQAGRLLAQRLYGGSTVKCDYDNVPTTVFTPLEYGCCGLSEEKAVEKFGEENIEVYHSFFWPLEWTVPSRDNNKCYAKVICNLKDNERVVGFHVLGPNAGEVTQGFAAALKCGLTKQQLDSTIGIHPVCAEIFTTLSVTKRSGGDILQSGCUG
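Rat TrxR1, dispensed at 90 nM, was prereduced with 400 uM NADPH (final) for 5 min at ~22 deg C, then incubated with compound 15 min before 400 uM selenite. A first-read NADPH fluorescence drop versus no-compound background flagged substrates.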
IDH1 R132H inh: inhibitors of human mutant IDH1 R132H | O75874 | AID 602179 | hit rate 0.093% among 390,000 | Potency, µM (top dose mostly 76.6 µM), for inactives: at the highest dose activity change, negative = inhibition, most hits filed as inhibitors | IDH1-R132H enzyme, NADPH consumption, diaphorase/resazurin fluorescence; also: potency is read from the fitted curve at half-maximal effect; % is scaled to controls: 0 for no effect and ±100 for the full control effect; nearly all actives have a fitted effect of over 65% in size
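IDH1-R132H (0.5 ug/mL dispensed) in pH 7.5 Tris buffer was preincubated 30 min with compound, then given a substrate mix of 0.016 mM NADPH and 2 mM alpha-KG for 80 min at room temperature; remaining NADPH was read by diaphorase/resazurin fluorescence.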
PI4K2A block: PI4K2A (human) kinase inhibition | activity change, negative = inhibition, % at 76.9 µM | purified PI4K2A, ADP-Glo luminescence, 1 h; hits give low values | hit rate 0.13% among 420,000; in the data active = activity change below about -50%; inconclusive = mostly about -30% to -49%;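 also: -100% = wells without enzyme as full effect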
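In this quantitative HTS, ADP production by PI4K2A was quantified luminescently after 1 h at ambient temperature; 100 microM adenosine served as plate-quality control.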
USP1 inh: blocks the human USP1/UAF1 deubiquitinase complex | AID 743255 | Potency, µM (highest dose often 57.1 µM), for the others: at the highest dose activity change, negative = inhibition, actives largely listed as inhibitors | O94782 | recombinant USP1/UAF1, Ub-Rhodamine cleavage fluorescence | hit rate 0.23% among 390,000; also: potency is read from the fitted curve at half-maximal effect; % is scaled to controls: 0 for no effect and ±100 for the full control effect; nearly all actives have a fitted effect of over 60% in size; inactives centre near -12
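High-throughput fluorogenic screen: 1nM USP1/UAF1 complex, Ub-Rho substrate 150nM final, 50mM HEPES pH 7.8 with 0.5mM EDTA, 0.1 mg/ml BSA, 1mM TCEP and 0.01% Tween-20.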
RXFP1 ag: agonists of human relaxin receptor RXFP1; HEK293T-RXFP1 cAMP TR-FRET, 30 min; response scale: percent of porcine relaxin response, buffer zero; Potency, µM (top dose mostly 57.5 µM), for inactives: at the highest dose activation, hits mostly activators; Q9HBX9; hit rate 0.3% among 370,000; also: potency is read from the fitted curve at half-maximal effect; % is scaled to controls: 0 for no effect and ±100 for the full control effect; nearly all actives have a fitted effect of over 60% in size; many of its hits are not listed in these tables
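Agonist response is measured as cAMP accumulation in an RXFP1-transfected HEK293T line under PDE4 inhibition. Values are scaled between buffer-only and 29 nM porcine relaxin, and EC50s come from standard Hill equation fits.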
Vif-APOBEC3G blk: blocks the Vif interaction with human APOBEC3G | Q9HC16 | HeLa A3G-eYFP + Vif (tagged APOBEC3G with the HIV-1 protein that degrades it), YFP fluorescence, overnight | Potency, µM (series often up to 46.1 µM), for the others: at the top dose activity, negative = active, actives largely listed as inhibitors | hit rate 0.076% among 410,000;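 also: potency is read from the fitted curve at half-maximal effect; % is scaled to controls: 0 for no effect and ±100 for the full control effect; nearly all actives have a fitted effect of over 60% in size; hits raise eYFP signal because A3G escapes Vif-driven loss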
Target sequence (Q9HC16 whole entry, looked up): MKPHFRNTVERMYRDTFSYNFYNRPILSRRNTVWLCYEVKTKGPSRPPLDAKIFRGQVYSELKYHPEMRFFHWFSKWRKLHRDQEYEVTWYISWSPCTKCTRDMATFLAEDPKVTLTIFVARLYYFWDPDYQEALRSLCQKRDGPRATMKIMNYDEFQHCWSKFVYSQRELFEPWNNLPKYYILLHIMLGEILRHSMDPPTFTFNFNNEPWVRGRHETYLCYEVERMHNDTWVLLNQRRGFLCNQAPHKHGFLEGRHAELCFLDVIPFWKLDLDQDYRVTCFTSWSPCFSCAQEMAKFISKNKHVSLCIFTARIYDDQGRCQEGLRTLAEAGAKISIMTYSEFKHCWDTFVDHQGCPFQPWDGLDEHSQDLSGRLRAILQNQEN
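Read-out is eYFP fluorescence (Ex 488/Em 500-530) from Vif-expressing HeLa A3G-eYFP cells; more signal means A3G escaped Vif-mediated degradation. Cells plated overnight, compound pinned in, incubated overnight at 37 deg C.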
The depositor's hits bear a star; ? = inconclusive; nt = not tested or not shown; & = joins results of further samples; [ ] = dose if it differs, or a comment. Unless noted, calls follow the shape of the dose curve; as a rule, active = well fitted curve in the direction sought with a large enough effect; inconclusive = small, poorly fitted or top-dose-only effect, or another doubt; inactive = no such curve, though single readings can be large; an effect the other way counts as inactive or inconclusive. Only part of the results is shown; count on the stated rates, not on these rows.

SMILES	LDHA inh	Vif-A3F inh	GRP78 ERSR act	TrxR1 substrate	IDH1 R132H inh	PI4K2A block	USP1 inh	RXFP1 ag	Vif-APOBEC3G blk
CCN(C[C@H]1N[C@@](Cc2ccccc2)(C(=O)OC)[C@H]2C(=O)N(C)C(=O)[C@@H]12)C(=O)C1CCCCC1	-6	-1%	-1%	5%	4%[38.3 µM]	-1	-11%	nt	4%
CCOC(=O)c1c(C)[nH]c(C(=O)OCCOc2ccccc2C)c1C	-4	2%	-5%	4%	4%	8	-23%	0.5%	-7%
Cc1ccc(S(=O)(=O)NCCC(=O)N2CCN(Cc3ccccc3)CC2)cc1	-2	2%	-4%	4%[11.4 µM]	2%	-1	-1%	0.3%	-1%
CC(O)(c1cccc(F)c1)c1nc(-c2ccoc2)cs1 (centres undefined)	-3	nt	?	nt	nt	-12	nt	nt	-11%
COc1ccc2[nH]c3c(=O)n(N)c(C)nc3c2c1	-10	-2%	-3%	281%[activator]	-3%	0	-16%	5.9%	3%
COc1ccc(C(CC(=O)O)NC(=O)Cc2ccccc2)cc1OC (centres undefined)	0	-20%	-6%	-3%	6%	-2	3%	-0.7%	0%
COCCCNS(=O)(=O)c1cccc(S(=O)(=O)c2cccc(S(=O)(=O)NCCCOC)c2)c1	-3	3%	-4%	3%	-3%	5	-4%	3.1%	4%
COC(=O)Cn1c(SCCOc2ccccc2Cl)nc2ccccc21	-1	-1%	-1%	-3%	-3%	-1	-7%	-0.7%	-1%
COc1cc(CCC(=O)NCc2ccc(S(N)(=O)=O)cc2)cc(OC)c1OC	-7	-8%	-3%	7%	0%	-1	-7%	5.8%	0%
COc1cc(Cl)ccc1OC1(C)CCN(Cc2ccc(SC)cc2)C1 (centres undefined)	-4	nt	-2%	nt	nt	-2	nt	nt	-2%
COc1ccc(NC(=O)c2ccc3[nH]c(=O)c(=O)[nH]c3c2)c(OC)c1	-2	0%	1%	1%	6%	0	-19%	5.1%	2%
Cc1cc(C)n(CC(=O)Nc2cccc(C(F)(F)F)c2)n1	0	-6%	-1%	-3%	9%	5	-18%	-0.8%	1%
Cc1cccn2c(=O)c(C(=O)NCCc3ccccc3)cnc12	-2	-1%	-11%	69%[activator][57.1 µM]	-2%	-2	-2%	7.8%	-1%
O=C(O)CN(Cc1ccccc1)S(=O)(=O)c1ccc2c(c1)OCCO2	-5	0%	-6%	6%[57.1 µM]	-7%	-23	-8%	4.0%	0%
O=C(NCCN1CCOCC1)c1ccccc1N1C(=O)[C@@H]2Cc3c([nH]c4ccccc34)C(c3ccccc3)N2C1=O (some centres undefined)	-6	-5%	-1%	3%	-5%	2	-18%	1.5%	-7%
S=C(NCc1ccc(Cl)cc1)Nc1ccncc1	-3	0%	-3%	0%	-6%	1	-25%	-2.9%	7%
Cc1ccc(NC(=O)N2CC3CCCN3c3ccccc32)c(C)c1 (centres undefined)	14	8%	-3%	-2%[57.1 µM]	-13%	1	-7%	-0.2%	-1%
C=CCn1c(=O)c2ccccc2n2c(Sc3nnnn3-c3ccccc3)nnc12	-2	nt	2%	4%	14%	1	3%	0.3%	2%
Cc1n[nH]c(C)c1CCNC(=O)C1CCC(=O)N(CCc2cccc(F)c2)C1 (centres undefined)	2	-17%	-2%	-3%	-7%	-4	0%	-3.7%	0%
O=C(NCCc1ccccc1)c1nn(-c2ccc(F)cc2)nc1CO	4	5%	-2%	10%	12%	-2	-7%	2.8%	5%
C[C@@H]1CN([C@H](C)CO)C(=O)c2cc(NC(=O)C3CCCCC3)ccc2O[C@@H]1CN(C)Cc1ccc(C(F)(F)F)cc1	1	4%	5%	-1%	6%	-5	-23%	nt	0%
O=C(CO/N=C/c1cccc([N+](=O)[O-])c1)Nc1ccc2ccccc2c1	2	3%	7%	5%[57.1 µM]	3%	-1	-16%	-1.0%	5%
O=C(NCc1ccc(C(F)(F)F)cc1)C1CC(c2ccc(C(F)(F)F)cc2)=NO1 (centres undefined)	-3	-5%	-2%	-2%[57.1 µM]	-1%	1	-10%	nt	-15%
CC(=O)c1c(C)[nH]c(C(=O)OCc2c(F)cccc2Cl)c1C	-18	7%	-3%	-1%[57.1 µM]	2%	1	-15%	4.2%	-12%
COc1ccc(-c2noc(-c3ccc(N4CCCCC4)c([N+](=O)[O-])c3)n2)cc1	-9	12%	-2%	0%	0%	0	-7%	4.6%	2%
CCN(CC)C(C)C(=O)NCC1(c2ccccc2)CCOCC1 (centres undefined)	-8	1%	-3%	7%	0%	5	-8%	-0.2%	0%
N#Cc1cccc(C#N)c1Oc1ccc(N)cc1	3	2%	-3%	9%	6%	-1	-9%	0.0%	1%
C=CCOc1ccccc1C1NC(=O)NC(C)=C1C(=O)NCc1ccccc1 (centres undefined)	-4	1%	-4%	5%[2.29 µM]	-1%	1	-16%	-1.4%	-3%
CC(=O)Nc1c(F)c(F)c(F)c(F)c1F	0	1%	-5%	-2%	15%	-2	-24%	-0.1%	3%
CCCCn1nnnc1C(c1cccc(OC)c1OC)N1CCN(C/C=C/c2ccccc2)CC1 (centres undefined)	-4	nt	-2%	nt	nt	1	nt	nt	-1%

Part of the list above, showing only GRP78 ERSR act.
canonical_smiles,GRP78 ERSR act
CC(=O)c1c(C)[nH]c(C(=O)OCc2c(F)cccc2Cl)c1C,-3%
O=C(NCCc1ccccc1)c1nn(-c2ccc(F)cc2)nc1CO,-2%

(next part)
SMILES	LDHA inh	Vif-A3F inh	GRP78 ERSR act	TrxR1 substrate	IDH1 R132H inh	PI4K2A block	USP1 inh	RXFP1 ag	Vif-APOBEC3G blk
O=c1cc(-c2ccccc2)oc2cc(O)cc(O)c12	-5	-30%	-2%&-2%&-7%&-1%&-1%	8%[57.1 µM]	0%	-2	-10%	nt	-8%
Nn1c(SCC(=O)Nc2ccc3c(c2)OCO3)nnc1-c1cccc(Cl)c1	-5	0%	-1%	-10%	-1%	1	1%	-1.7%	-1%
O=C(COC(=O)c1cncc(Br)c1)NCc1ccco1	-2	5%	-1%	-1%	11%	-9	-8%	-0.2%	-3%
Cc1cc(C)c(OCC(=O)OCC(=O)NCc2cccs2)c(C)c1	-8	6%	-5%	-9%	6%	0	-7%	0.5%	-3%
Cc1cc(C)n(CC(=O)Nc2cc(F)ccc2F)c(=O)c1C#N	2	3%	1%	0%[57.1 µM]	2%	3	-9%	-0.8%	0%
COc1ccc(NC(=O)CSc2ncc3c(n2)-c2cc(Cl)ccc2N(Cc2ccccc2F)S3(=O)=O)cc1	-3	-1%	-2%	5%[57.1 µM]	0%	-4	-12%	?	2%
Cc1cc(OCCn2cnc3ccccc3c2=O)cc(C(C)C)c1	-13	7%	-2%	1%[57.1 µM]	7%	-5	-8%	-2.3%	-1%
Cc1cccc(C2=NN(c3ccccc3)[C@H](CO)[C@H]2c2ccc(Cl)cc2)c1	1	0%	-8%&-2%	164%[activator]	-2%	3	-11%	nt	-20%
Cc1nc(-c2cccc(NC(=O)COc3ccc(Cl)cc3)c2)cs1	-1	5%	-3%	-2%	6%	-3	-20%	8.4%	-4%
CC(=O)c1ccc(C(=O)N2CCCC(Nc3ccccc3)C2)s1 (centres undefined)	-6	2%	1%	2%	-10%	-3	-25%	1.1%	-5%
Cn1c(=O)c2cc(NC(=O)Nc3cccnc3)ccc2n1-c1ccc(C(C)(C)C)cc1	1	nt	-2%	nt	nt	0	nt	nt	-20%
Cc1cccc(NC(=O)NCc2ccccn2)c1	1	nt	1%	-12%	8%	0	-20%	1.6%	-6%
COc1ccc2nc(C)cc(SCC(NC(C)=O)C(=O)OC(C)C)c2c1 (centres undefined)	-25&2	-1%	2%	18%	-1%	1	-22%	?	?

5 compounds from above, ordered by the number in USP1 inh, lowest first:
| SMILES | USP1 inh |
| --- | --- |
| Cc1cccc(NC(=O)NCc2ccccn2)c1 | -20% |
| Cc1cccc(C2=NN(c3ccccc3)[C@H](CO)[C@H]2c2ccc(Cl)cc2)c1 | -11% |
| Cc1cc(C)n(CC(=O)Nc2cc(F)ccc2F)c(=O)c1C#N | -9% |
| O=C(COC(=O)c1cncc(Br)c1)NCc1ccco1 | -8% |
| Nn1c(SCC(=O)Nc2ccc3c(c2)OCO3)nnc1-c1cccc(Cl)c1 | 1% |
